GalR3 antag: GalR3 antagonists in HEK293 cells, primary screen, cell-based, fluorescence readout; AID 651719, 2012; HEK293 GalR3-CNG cAMP membrane potential fluorescence; galR3 body fused to GalR1 C-terminus; inhibition, % at 3 µM; Galanin receptor type 3 (Homo sapiens), O60755; 0.44% of 360,000 active;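 active means inhibition above the screen-wide average plus 3 SD, cut at about 13% in these data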;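 further: forskolin and galanin both at EC90 stimulate the cells; cAMP rise reported by CNG channel membrane potential dye signal; 0% = forskolin plus galanin with DMSO and 100% = forskolin alone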
Target sequence (O60755 1-299 limits assumed): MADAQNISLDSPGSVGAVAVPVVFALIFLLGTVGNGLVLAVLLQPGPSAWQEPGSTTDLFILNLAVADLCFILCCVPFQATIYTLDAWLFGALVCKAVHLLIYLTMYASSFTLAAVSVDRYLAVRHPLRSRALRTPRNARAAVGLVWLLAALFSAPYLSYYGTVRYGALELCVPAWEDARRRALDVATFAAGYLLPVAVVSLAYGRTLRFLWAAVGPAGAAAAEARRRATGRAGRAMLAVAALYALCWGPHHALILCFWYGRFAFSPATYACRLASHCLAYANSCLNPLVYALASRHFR
MEKK3 PB1 HTS: modulators of MEKK3-MEK5 PB1 binding, primary screen, biochemical, wildtype MEKK3, multiplex bead flow cytometry, Alexa488-MEK5 | Mitogen-activated protein kinase kinase kinase 3 (Homo sapiens), Q99759 | bead-based flow cytometry, Alexa488-MEK5 binding to MEKK3; actives lie on both sides; 0 = blocked by unlabeled MEK5, 100 = vehicle | binding response (% of control), % at 10 µM | 1.4% of 290,000 active;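 active means binding response more than 3 SD above or below the average of its plate-row segment, actives on both sides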;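 further: Alexa488 bead fluorescence after subtracting the streptavidin-only scavenger bead signal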
CRFR2-BP ag: agonists of CRF-BP/CRF-R2 complex, primary screen, cell-based, HEK293, calcium dye fluorescence, uHTS; 0.46% of 350,000 active; activation, % at 13.2 µM; CRF-binding protein / CRF receptor 2 complex (human); calcium dye fluorescence (FLIPR); percent of saturating CRF peptide response;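 active means activation of at least 50%, plus an integration ratio under a set limit after plate pattern correction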;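 further: plate controls were neutral control wells without compound for no effect and CRF at EC100 for full effect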
CHRM4 PAM: human M4 muscarinic receptor positive allosteric modulators, primary screen, CHO-K1 cells, Fluo-8 calcium fluorescence; Muscarinic acetylcholine receptor M4 (Homo sapiens), P08173; CHO-K1 hM4/Gqi5, ACh EC20; 0% = ACh EC20, 100% = maximal ACh; activation, % at 3 µM; 0.4% of 360,000 active;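 active means activation above its plate's cutoff, the mean activation of sample wells plus 3 SD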; further: some results filed as inactive read as strong as hits
Target sequence (P08173 whole entry, looked up): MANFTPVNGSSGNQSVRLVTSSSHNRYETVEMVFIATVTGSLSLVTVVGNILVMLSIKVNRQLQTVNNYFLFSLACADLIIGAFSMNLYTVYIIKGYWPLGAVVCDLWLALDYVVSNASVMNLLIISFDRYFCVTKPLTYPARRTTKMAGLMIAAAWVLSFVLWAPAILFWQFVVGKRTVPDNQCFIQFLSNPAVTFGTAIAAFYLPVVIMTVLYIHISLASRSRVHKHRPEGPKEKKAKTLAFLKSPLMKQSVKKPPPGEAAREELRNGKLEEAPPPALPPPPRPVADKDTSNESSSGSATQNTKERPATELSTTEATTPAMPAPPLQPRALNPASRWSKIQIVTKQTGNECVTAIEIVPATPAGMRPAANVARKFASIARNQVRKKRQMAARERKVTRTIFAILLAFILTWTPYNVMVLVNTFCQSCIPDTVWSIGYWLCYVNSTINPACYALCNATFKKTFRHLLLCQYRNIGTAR
CRFBP-R2 block: antagonists of CRF-BP/CRF-R2 complex, primary screen, cell-based, HEK293, calcium dye fluorescence, uHTS | CRF-induced calcium fluorescence | inhibition, % at 11.8 µM | 0.59% of 350,000 active | AID 588475, 2011;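 active means inhibition of the ligand-induced calcium signal above about 50% at the single tested concentration, limit read from the data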
PHOSPHO1 block: PubChem AID 1565. recombinant PHOSPHO1, absorbance phosphatase assay. Phosphoethanolamine/phosphocholine phosphatase (Homo sapiens), Q8TCT1. 1.1% of 290,000 active. inhibition, % at 13.3 µM; in the data active means inhibition above about 60%
Target sequence (Q8TCT1 whole entry, looked up): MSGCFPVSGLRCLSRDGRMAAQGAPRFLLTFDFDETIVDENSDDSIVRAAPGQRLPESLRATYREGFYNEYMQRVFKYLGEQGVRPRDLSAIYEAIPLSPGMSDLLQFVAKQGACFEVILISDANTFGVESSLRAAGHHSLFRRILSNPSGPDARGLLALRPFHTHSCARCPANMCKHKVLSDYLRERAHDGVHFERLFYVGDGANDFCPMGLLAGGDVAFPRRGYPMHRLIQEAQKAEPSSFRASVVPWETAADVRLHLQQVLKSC
IDE cell activ: human IDE activators in live cells, primary screen, fluorescence polarization, HEK cells, FAbeta-B substrate. FAbeta-B cleavage; 0% vehicle, 100% cell-free pure enzyme wells. activation, % at 5.96 µM. 0.073% of 340,000 active;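 active means activation above the mean of all tested compounds plus 3 SD, set per screening campaign, cut at about 17% in these data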
pCIP destab: p/CIP-EGFP fusion destabilizers, primary screen, fluorescence, F442A cells | decrease of EGFP signal, % at 10 µM | Q05BA5 | 16 h | 0.01% of 290,000 active;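 active means EGFP signal decrease of at least 30% at 10 µM or well 3 SD below plate mean, unless failing retest; inactive means the rest, including hits failing retest or dose response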; further: some compounds called inactive have numbers as strong as hits; many of its hits are not listed in these tables
IDE cell inh: human IDE inhibitors in live cells, primary screen, fluorescence polarization, HEK cells, FAbetaB substrate; Insulin-degrading enzyme (Homo sapiens), P14735; FAbetaB cleavage; inhibition, % at 5.59 µM; 0.41% of 320,000 active;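 active means percent inhibition above the average of all tested compounds plus 3 SD, set per screening campaign, cut at about 16% in these data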;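 further: IDE supplied by intact live HEK cells; FP after avidin binding of uncleaved biotin substrate so inhibition keeps polarization high; 0% = DMSO wells and 100% = 60 µM reference IDE inhibitor Ii1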
* marks the source's active call; other numbers are inactive results; . = not tested or not shown; [ ] = another dose, or the depositor's remark.

Screens in order – GalR3 antag | MEKK3 PB1 HTS | CRFR2-BP ag | CHRM4 PAM | CRFBP-R2 block | PHOSPHO1 block | IDE cell activ | pCIP destab | IDE cell inh
O=C(NCSc1ccnc(SCNC(=O)c2ccccc2)n1)c1ccccc1
    -4 | 107 | -1.8 | 0 | 0 | -1 | 4 | -8 | -2
O=c1[nH]c(N2CCOCC2)cc2ccccc12
    -6 | 97 | -2.2 | 3 | -1 | . | 1 | . | 0
CCN(C[C@H]1N[C@@](C)(C(=O)OC)[C@H]2C(=O)N(C)C(=O)[C@@H]12)S(=O)(=O)c1ccc(F)cc1
    -4 | . | 3.6 | 6 | -10 | . | 1 | . | -5
O=C(Cc1cccc2ccccc12)NCCOc1ccccc1F
    -7 | 103 | -1.9 | -6 | -2 | 29 | 6 | -18 | -4
CN1CCN(c2nc(-c3ccc(Cl)cc3)cc(=O)[nH]2)CC1
    -10 | 99 | 1.0 | 3 | -8 | 9 | 4 | 0 | 1
CCc1c(C)nc2ncnn2c1NCCc1ccccc1
    -5 | 103 | 0.3 | -10 | 0 | 8 | 1 | -4 | -3
O=[N+]([O-])c1cc(S(=O)(=O)N2CCCC2)ccc1NN=C1CCCC1
    0 | 102 | -2.1 | 7 | 8 | 0 | 0 | 2 | -2
O=C(N/N=C/c1ccccn1)C(O)c1ccccc1 (stereo unspecified)
    -4 | 106 | -2.2 | 13 | 11 | 51 | -1 | 2 | 5
CC[C@@H](C)[C@@H]1CN([C@@H](C)CN2CCC[C@H]2CN2C(N)=NC[C@H]2C(C)C)C(=N)N1CCc1ccc(Cl)c(Cl)c1
    -5 | . | -0.2 | -12 | 19 | . | 4 | . | 3
NC(=O)CSc1nnc(-c2ccc([N+](=O)[O-])cc2)o1
    0 | 95 | 4.7 | -2 | 12 | 28 | -2 | 9 | 3
CSc1ccccc1NC(=O)CN(C)Cc1cc(=O)n2ccsc2n1
    -3 | 98 | -5.1 | -4 | 35 | 11 | 2 | -14 | -1
Cc1ccccc1C(=O)Nc1sc2c(c1C(=O)O)CCC2
    3 | 96 | -1.7 | -2 | -19 | 24 | 1 | -12 | 0
COCCNC(=S)c1ccc(Br)cc1
    -4 | 99 | -2.4 | 11 | 3 | 32 | 0 | 5 | -4
CCOC(=O)C1=C(C)Nc2ccccc2N=C1NC(=O)C1CCN(C(=O)c2ccccc2C)CC1
    -7 | . | 0.8 | -7 | -4 | . | -2 | . | 0
O=C(Nc1nc2c(Br)cc(Br)cc2c(=O)s1)c1ccco1
    -4 | 102 | -0.2 | -6 | -4 | 13 | -5 | -6 | 0
CC[C@]1(C(=O)OC)[C@H]2C(=O)N(C)C(=O)[C@H]2[C@H]2CN=C(SCc3ccccc3)N21
    -7 | . | 0.4 | 10 | 17 | . | 0 | . | .
O=C(C1CCCCC1)N1CCC(CO)(Cc2ccccc2Cl)CC1
    0 | 100 | 4.5 | -1 | -51 | -8 | -3 | -12 | 0
CCOC(=O)N1CCN(C(=O)c2ccc(Cl)nc2)CC1
    -5 | 102 | 4.5 | 1 | -31 | 30 | 3 | -9 | -7
Cc1nnsc1NC(=O)OCC(C)(C)C
    2 | 104 | -3.1 | 7 | -15 | 13 | 4 | -5 | 4
CC(C)CNC(=S)Nc1ccc(F)cc1
    -4 | 106 | -1.7 | 0 | 21 | -9 | 0 | -4 | -1

The list continues.
Screens in order – GalR3 antag | MEKK3 PB1 HTS | CRFR2-BP ag | CHRM4 PAM | CRFBP-R2 block | PHOSPHO1 block | IDE cell activ | pCIP destab | IDE cell inh
O=C(NCCC(=O)N(CCc1ccccc1)Cc1ccccc1)c1ccc([N+](=O)[O-])cc1
    -3 | . | 0.3 | 0 | 11 | . | 5 | . | -7
CC(C)c1ccc(CNc2nc3nc4c(c(=O)n3[nH]2)CCC4)cc1
    -1 | 106 | 0.8 | 5 | -8 | -4 | 3 | 1 | 1
O=C(CC(c1ccccc1O)N1CCCCC1)N1CCCCC1 (stereo unspecified)
    -2 | 99 | 0.0 | -29 | 6 | -13 | 5 | 6 | 3
CCCCn1c(N)c(NCCC)c(=O)[nH]c1=O
    -2 | 100 | -0.8 | 5 | 11 | -13 | 0 | -7 | 5
O=C(NNc1ccccc1)OCc1ccccc1
    -6 | . | -1.3 | -2 | -24 | . | . | . | .
COc1ccccc1CNC(=O)C(CCSC)NS(=O)(=O)c1ccc2c(c1)oc(=O)n2C (stereo unspecified)
    3 | 102 | -1.2 | 1 | 3 | 5 | 3 | 2 | 1
CC1(C)Cc2c(c(-c3ccco3)nc3sc4c(NCCCO)ncnc4c23)CO1
    -2 | 66 | 2.5 | 1 | 2 | 13 | 0 | -2 | 7
CCn1c(/C=C/Nc2ccccc2)[n+](CC)c2cc(Cl)c(Cl)cc21
    -4 | 104 | -2.7 | 4 | -22 | -4 | -4 | 11 | 4
COC(=O)C1CCN(C(=O)c2oc3c(Cl)cc(C)cc3c2C)CC1
    -6 | 102 | -0.4 | 0 | 1 | 24 | 3 | -8 | 3
O=C(O)C(Cc1c[nH]c2ccccc12)NS(=O)(=O)c1ccccc1 (stereo unspecified)
    -3 | 94 | -2.1 | 9 | 1 | 7 | 2 | 9 | -2
NC(=O)C1CCCN1S(=O)(=O)c1ccc2ccccc2c1 (stereo unspecified)
    -1 | 97 | 0.6 | -1 | -3 | 17 | 2 | -4 | -1
Cc1cccc2cc(COC(=O)C3CCCO3)c(=O)[nH]c12 (stereo unspecified)
    -4 | 103 | -0.1 | -2 | 2 | 4 | 2 | -4 | 4
N#C/C=C/N1CCN(C(=O)c2ccco2)CC1
    0 | . | -1.1 | 3 | 13 | . | -2 | . | -2
CC1Cc2ccccc2N1S(=O)(=O)c1cccc(C(=O)c2nccn2C)c1 (stereo unspecified)
    -2 | 113 | 1.1 | -2 | 7 | -12 | 0 | -14 | 4
O=C(CSc1nc(=O)n2ccccc2n1)NCc1ccccc1Cl
    5 | . | -0.6 | 1 | 7 | . | 0 | . | 2
CC1CCc2nn(CC(=O)N3CCN(C(=O)c4ccco4)CC3)cc2C1 (stereo unspecified)
    -1 | 96 | -1.0 | 6 | -5 | 4 | 4 | 13 | 1
S=c1[nH]nc(/C=C/c2ccccc2)o1
    -3 | 104 | 1.6 | 0 | 16 | 11 | 1 | 2 | 2
COc1ccc(NC(=O)NC(C)c2ccccc2)cc1 (stereo unspecified)
    2 | 101 | 0.2 | 2 | 2 | 13 | 5 | -6 | .
COc1ccc(N=C2SC(C(=O)N3CCN(c4ccccc4)CC3)CC(=O)N2C)cc1 (stereo unspecified)
    . | 99 | -2.5 | -3 | 7 | 8 | -18 | -2 | 5
Cc1ccnc(NC(=O)CSc2ccccn2)c1
    -1 | 95 | 0.9 | -10 | 23 | 43 | 4 | 12 | 1

The results go on.
Screens in order – GalR3 antag | MEKK3 PB1 HTS | CRFR2-BP ag | CHRM4 PAM | CRFBP-R2 block | PHOSPHO1 block | IDE cell activ | pCIP destab | IDE cell inh
CC1CCN(C(=O)c2ccc(N(C)S(C)(=O)=O)cc2)CC1
    7 | 110 | 0.0 | 1 | 10 | -14 | 3 | -5 | 2
Cc1ccc(-n2c(C)cc(/C=N/NC(=O)c3ccncc3)c2C)c(C)c1
    -3 | 104 | -4.3 | 5 | -66 | 7 | -3 | 16 | 4
c1ccc(-c2nc(N3CCOCC3)c3ccccc3n2)nc1
    4 | 98 | 1.3 | 12 | 2 | -75 | -4 | -3 | 3
Cc1no[n+]([O-])c1COc1cccc(/C=C2\N=C(c3ccccc3)OC2=O)c1
    0 | 94 | -0.8 | 4 | 12 | 3 | 3 | -12 | -3
O=C(CSc1ccccc1)Nc1ccccc1C(=O)O
    -3 | 126 | -0.3 | 12 | 22 | -26 | -2 | 6 | 13
Cc1ccc2nc(SCC(=O)Nc3c(C)n(C)n(-c4ccccc4)c3=O)[nH]c2c1
    -2 | . | -0.5 | -10 | -12 | -32 | 1 | 7 | 2
O=C(Nc1cccnc1)c1ccc(Oc2ccccc2)cc1
    -4 | 84 | -1.1 | -3 | 5 | 10 | -5 | 1 | 10
C=CCN1C(=O)CSc2ccc(C(=O)OCC)cc21
    -4 | 103 | -3.0 | 10 | -13 | 16 | -2 | -10 | 3
CCOC(=O)c1cnc2c(C(F)(F)F)cccc2c1N1CCN(C)CC1
    -10 | 100 | 4.9 | 0 | -16 | 29 | 4 | 0 | 3
C/C(CC(=O)N(C(C)C)C(C)C)=N\NC(=O)c1ccccc1Br
    -1 | 102 | -0.4 | 9 | 21 | 6 | -4 | -4 | 3
COc1ccccc1C(=O)NNC(=O)CN(C)S(=O)(=O)c1ccc(Cl)cc1
    -6 | . | -0.5 | 2 | 4 | . | . | . | .
CCNS(=O)(=O)c1ccc2nc(NC(=O)c3cccnc3)sc2c1
    -3 | 98 | -1.4 | 5 | 4 | 20 | 2 | -12 | 0
Cc1nn(CCS(=O)(=O)c2ccc(Cl)cc2)c(C)c1Br
    -6 | 111 | -1.6 | -5 | -5 | 28 | . | -16 | 0
O=S(=O)(Nc1ccc2c(c1)nc1n2CCN(Cc2ccccc2)C1)c1ccccc1
    -7 | 104 | -1.8 | -12 | -11 | -8 | 4 | 5 | 2
CC(C)c1nc(SCC(=O)Nc2ccc(N(C)C)cc2)c2ccccc2n1
    -9 | 100 | -0.9 | 0 | -7 | 10 | 4 | -5 | -4
COc1ccc(-c2cc(-c3cc(F)ccc3O)[nH]n2)cc1OC
    -9 | 99 | -0.2 | 6 | 3 | 25 | 6 | -7 | 4
COc1cc2c(cc1OC)[C@@H](Cc1ccc(OCCC#N)cc1)N(C)CC2
    -8 | 102 | 0.5 | 8 | -1 | 37 | 2 | -2 | 1
CCc1ccccc1Nc1nc(N)nc(COC(=O)C2=COCCO2)n1
    0 | . | 0.1 | 2 | -2 | . | 3 | . | 0
Cc1ccc(C)c(CN2C(=O)CSc3ccc(C(=O)N4CCCC4)cc32)c1
    -8 | 99 | -0.6 | 6 | -9 | 36 | -2 | 8 | 1
O=C(Cn1c(=O)oc2ccccc21)N(Cc1ccccc1)C1CCS(=O)(=O)C1 (stereo unspecified)
    2 | 105 | -0.1 | 0 | -16 | 3 | -5 | -12 | 6
C1CCC(C23CC4CC(CC(C4)C2)C3)NC1 (stereo unspecified)
    -4 | 123* | 0.5 | 7 | 6 | -3 | 3 | -4 | -4
COc1cc(NC(=O)CN2C(=O)NC(C)(CC(C)C)C2=O)cc(OC)c1 (stereo unspecified)
    -3 | 100 | 0.4 | 3 | -16 | 26 | 2 | -2 | 3
Cc1cc(C(=O)Nc2ccccc2)oc(=O)c1
    -2 | 49*[inhibitor] | -0.6 | 6 | 11 | 6 | 1 | 0 | -7

2 of these compounds, reformatted.
structure: C=CCN1C(=O)CSc2ccc(C(=O)OCC)cc21
  GalR3 antag: -4	MEKK3 PB1 HTS: 103	CRFR2-BP ag: -3.0	CHRM4 PAM: 10	CRFBP-R2 block: -13	PHOSPHO1 block: 16	IDE cell activ: -2	pCIP destab: -10	IDE cell inh: 3
structure: CCOC(=O)c1cnc2c(C(F)(F)F)cccc2c1N1CCN(C)CC1
  GalR3 antag: -10	MEKK3 PB1 HTS: 100	CRFR2-BP ag: 4.9	CHRM4 PAM: 0	CRFBP-R2 block: -16	PHOSPHO1 block: 29	IDE cell activ: 4	pCIP destab: 0	IDE cell inh: 3

Screening data deposited in PubChem by several laboratories.

Not a hit list. Share with any hit: about 4.2%.
